# High-throughput results deposited in PubChem BioAssay by several laboratories.
# FLuc inhib CS = firefly luciferase enzyme inhibitors, primary screen, artefact control for luciferase-based inhibitor screens, biochemical, luminescence, ATPLite; actives 1.5% (n = 200,000); 10 min; AID 1006, 2008; inhibition, % at 10 µM; Luciferin 4-monooxygenase (Photinus pyralis), P08659;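 active means inhibition above about 50% when tested at 10 µM, limit read from the data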
# Target sequence (P08659 whole entry, looked up): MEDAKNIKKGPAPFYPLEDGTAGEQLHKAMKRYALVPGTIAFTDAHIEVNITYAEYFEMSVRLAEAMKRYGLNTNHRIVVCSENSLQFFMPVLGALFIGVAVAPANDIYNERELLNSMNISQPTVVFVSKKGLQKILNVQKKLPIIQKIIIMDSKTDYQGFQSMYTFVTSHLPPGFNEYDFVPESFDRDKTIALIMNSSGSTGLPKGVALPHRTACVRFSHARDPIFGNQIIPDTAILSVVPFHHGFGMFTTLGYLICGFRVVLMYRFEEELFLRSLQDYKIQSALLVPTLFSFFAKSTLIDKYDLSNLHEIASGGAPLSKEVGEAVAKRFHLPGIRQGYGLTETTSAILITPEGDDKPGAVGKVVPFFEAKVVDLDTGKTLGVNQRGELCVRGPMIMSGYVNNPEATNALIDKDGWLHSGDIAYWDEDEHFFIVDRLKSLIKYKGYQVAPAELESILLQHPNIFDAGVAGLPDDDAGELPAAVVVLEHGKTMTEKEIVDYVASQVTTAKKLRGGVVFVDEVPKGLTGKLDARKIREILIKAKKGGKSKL
# TLR4 MyD88 comp = inhibitors of TLR4-MyD88 association in cells, primary screen, cell-based, HeLa CL3-4, BLA complementation, FRET ratio. HeLa CL3-4 TLR4/MyD88 BLA complementation. inhibition, % at 8.4 µM. actives 0.18% (n = 200,000). Toll-like receptor 4 (Homo sapiens) + Myeloid differentiation primary response protein …; in the data active means inhibition above about 25%;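 further: 0% = vehicle and 100% = reference inhibitor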
# STAT1 act = STAT1 signaling activators, primary screen, cell-based, HTS, luciferase reporter; actives 2.6% (n = 200,000); NIH 3T3 STAT1-luciferase reporter, IFN-gamma, luminescence; 100% = IFN-gamma alone, no compound; activation (% of control), % at 5.5 µM;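 active means activation above the screen-wide mean activation plus 3 SD, cut at about 130% in these data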;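 further: raw ratio to IFN-gamma control signal so 100% means no change and 0% no light; values of inactives mirror those of a sister screen read the other way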
# FLuc stim CS = FLuc activators, initial screening, artefact control for FLuc-dependent activation tests, biochemical, ATPlite luminescence | AID 1027, 2008 | 200,000 tested, under 10 active | ATPlite luciferase biochemical, 10 min; 0 = ATP-free wells, 1 = DMSO control | activation factor at 10 µM;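 active means luciferase activation factor, scaled between plate controls, of at least 2 with compound at 10 µM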
#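 assay system = Luciferase/luciferin detection reagent, cell-free biochemical luciferase assay | also added = ATP substrate | times = 10 min post-reagent at room temperature | measured by = luminescence from luciferase reaction | measure = luciferase activation, seen as luminescence increase over controls | benchmarks = low control with PBS replacing ATP, high control enzyme plus ATP without compound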
# Diaphorase inh = diaphorase inhibitors and chemical oxidizers, primary screen, counter-screen for diaphorase-coupled primary assays, biochemical, uHTS, resorufin fluorescence; diaphorase resazurin-to-resorufin fluorescence, NADH, 16 min; bacterial (C. kluyveri) enzyme, not human; actives 0.69% (n = 190,000); AID 1217, 2008; inhibition, % at 20 µM;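 active means primary screen inhibition at 20 µM above a set limit, cut at about 50% in these data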;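 further: plate controls were DMSO with full reaction for no effect and wells lacking NADH for full effect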
#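 material = Clostridium kluyveri diaphorase enzyme | amount = 0.14 U/mL diaphorase, enzyme working solution | schedule = incubation 16 min, room temperature | detection = fluorescence of resorufin formed from resazurin, Ex 544/Em 590 nm | benchmarks = positive control minus NADH, DMSO neutral control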
# APP 5'UTR act = activators of APP 5'UTR luciferase reporter, primary screen, SH-SY5Y cells | activation, % at 2 µM | SH-SY5Y APP 5'UTR luciferase reporter, luminescence; zero percent = DMSO vehicle wells | actives 1% (n = 190,000);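 active means activation above a set limit, based on mean plus 3 SD of controls, cut at about 140% in these data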; further: values of inactives mirror those of a sister screen read the other way
# Diaph act CS = compounds boosting diaphorase resazurin reduction – biochemical, uHTS, resorufin fluorescence, counter-screen for diaphorase-coupled primary assays, primary screen; actives 0.005% (n = 190,000); activation factor at 20 µM; Diaphorase/resazurin coupled assay, 16 min; hits give high values; 1 = vehicle wells, 0 = NADH-free wells;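 active means diaphorase activity raised at least twofold by the compound at 20 µM; inactive means activation factor below 2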
#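 Material: Purified diaphorase enzyme from Clostridium kluyveri | Buffer or medium: 50 mM HEPES pH 7.4 with 4.542 mM MgCl2, 0.005% Tween 20 | Times: 16 min enzyme reaction, ambient temperature | Signal: Red resorufin fluorescence at 544/590 nm excitation/emission | Measure: Increased resorufin signal from activators or reducing compounds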
# APP 5UTR inh = inhibitors of APP translation via 5'UTR reporter, primary screen, APP 5'UTR luciferase, SH-SY5Y cells; inhibition, % at 2 µM; AID 1285, 2008; SH-SY5Y APP 5'UTR-luciferase reporter, luminescence; actives 0.82% (n = 190,000);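 active means inhibition above a set limit, derived from the sample mean plus 3 SD, cut at about 45% in these data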; further: values of inactives mirror those of a sister screen read the other way
# G6PDH counter = L. mesenteroides G6PDH inhibitors, counter-screen for G6PDH-coupled screening assays, biochemical, Leuconostoc mesenteroides enzyme; glucose-6-phosphate dehydrogenase [Leuconostoc mesenteroides]; Purified L. mesenteroides G6PDH, diaphorase/resazurin coupled fluorescence, 45 min; inhibition, % at 5 µM; actives 0.12% (n = 200,000); AID 1020, 2008; in the data active means inhibition above about 50%
# NF-kB neuron act = activators of NF-kB expression in neurons, primary screen, cell-based, HTS | actives 1.6% (n = 190,000) | fold change at 12.5 µM | human neuronal cells, NF-kB reporter expression; hits give high values; in the data active means fold change above about 3.3
# * marks the source's active call; other numbers are inactive results; · = no result given.
no.	Molecule	FLuc inhib CS	TLR4 MyD88 comp	STAT1 act	FLuc stim CS	Diaphorase inh
1	COc1ccc(CCNC(=O)CSc2nc3ccccc3o2)cc1	-5.8	4.2	108.3	1.1	19.2
2	CC1CCN(S(=O)(=O)c2ccc(NC(=O)CN3CCOCC3)cc2)CC1	-0.7	5.6	98.4	1	10.1
3	CCCCCCn1c(CN2CCC(C)CC2)nc2c1c(=O)n(C)c(=O)n2C	-9.5	-12.2	98.0	1.1	8.1
4	O=C(CSc1nc2ccccc2c(=O)n1CC1CCCO1)N1CCN(c2ccccc2)CC1 (centres undefined)	·	-4.0	97.4	·	·
5	O=C(Nc1ccccc1)c1cc2ccccc2c(=O)s1	1.7	-11.1	145.9*	1	17.3
6	S=c1[nH]nc(CCc2ccccc2)n1-c1ccc(Cl)cc1	-2.8	0.0	107.1	1	32.4
7	CCC(=O)N1CCN(c2cc(N3CCN(C)CC3)c(F)cc2[N+](=O)[O-])CC1	-3.2	-4.3	105.4	1	8.2
8	O=C1CC(SCCc2nc3ccccc3[nH]2)C(=O)N1c1ccc(Cl)cc1 (centres undefined)	-1.9	2.1	95.0	1	15.2
9	CN=C1SC(CC(=O)Nc2ccccc2F)C(=O)N1/N=C/c1ccc(O)c(OC)c1 (centres undefined)	5.2	15.0	113.2	0.9	-7.4
10	CCOC(=O)N1CCN(Cc2nc(-c3ccccc3)no2)CC1	-6.1	1.4	109.9	1.1	3.7

no.	APP 5'UTR act	Diaph act CS	APP 5UTR inh	G6PDH counter	NF-kB neuron act
1	5.8	0.8	-5.8	-5.5	0.96
2	-16.9	0.9	16.9	-1.8	0.92
3	-4.4	0.9	4.4	7.4	0.71
4	14.5	·	-14.5	·	·
5	60.6	0.8	-60.6	3.1	1.34
6	6.6	0.7	-6.6	7.7	0.93
7	0.9	0.9	-0.9	-4.4	1.26
8	-7.3	0.8	7.3	1.0	1.21
9	12.9	1.1	-12.9	9.3	0.94
10	4.4	1	-4.4	1.7	1.84

# The last two entries of the part above come first, to join the parts:
no.	Molecule	FLuc inhib CS	TLR4 MyD88 comp	STAT1 act	FLuc stim CS	Diaphorase inh
9	CN=C1SC(CC(=O)Nc2ccccc2F)C(=O)N1/N=C/c1ccc(O)c(OC)c1 (centres undefined)	5.2	15.0	113.2	0.9	-7.4
10	CCOC(=O)N1CCN(Cc2nc(-c3ccccc3)no2)CC1	-6.1	1.4	109.9	1.1	3.7
11	CSc1nc2ccccc2n1CC(=O)Nc1ccc(C)c(C)c1	-5.7	3.8	98.6	1.1	23.2
12	O=C1/C(=C\c2cccs2)Sc2ccc3ccccc3c21	54.4*	-22.2	105.0	0.5	0.0
13	COCCSc1ccccc1C(=O)NCc1ccco1	2.0	5.1	95.4	1	15.7
14	COc1ccc(N(CC(=O)NC(C)C)S(=O)(=O)c2ccc(NC(C)=O)cc2)cc1	-2.3	-7.4	98.2	1	11.0
15	Cc1cc(C)cc(N(CC(=O)NCc2ccco2)C(=O)CCC(=O)Nc2ccccn2)c1	-1.9	-11.3	105.7	1	15.3
16	CCN(CC)S(=O)(=O)c1ccc(C(=O)OCC(=O)Nc2ccc(-c3nc4ccc(C)cc4s3)cc2)cc1	33.4	6.8	153.4*	0.7	0.3
17	C=CCn1c(=O)[nH]c2cc(C(=O)N3CCN(c4cc(C)ccc4C)CC3)ccc2c1=O	-8.2	-11.1	84.5	1.1	5.2
18	CC(=O)Nc1ccc2nc(-c3ccc(Br)o3)[nH]c2c1	33.9	3.4	133.3*	0.7	23.8
19	Cc1ccc(C(=O)NC(=S)NNC(=O)COc2ccccc2C)cc1	-5.7	-9.8	107.9	1.1	1.5
20	O=[N+]([O-])c1ccc(O)c(/C=N/Nc2ccc(Cl)nn2)c1	-1.4	1.5	113.4	1	37.7

no.	APP 5'UTR act	Diaph act CS	APP 5UTR inh	G6PDH counter	NF-kB neuron act
9	12.9	1.1	-12.9	9.3	0.94
10	4.4	1	-4.4	1.7	1.84
11	4.4	0.8	-4.4	9.7	1.07
12	178.5*	1	-178.6	-18.4	1.08
13	-5.8	0.8	5.8	10.4	1.2
14	·	0.9	·	3.0	0.85
15	-10.5	0.8	10.5	6.2	0.97
16	151.4*	1	-151.4	12.7	1.55
17	-1.2	0.9	1.2	5.7	1.33
18	72.4	0.8	-72.4	11.0	1.5
19	32.2	1	-32.2	-5.1	0.93
20	-6.6	0.6	6.6	-8.2	1.53

# (listing goes on)
no.	Molecule	FLuc inhib CS	TLR4 MyD88 comp	STAT1 act	FLuc stim CS	Diaphorase inh
21	O=C(Cn1cccc1C(=O)c1ccccc1)NCc1ccccn1	-5.6	1.9	97.6	1.1	0.8
22	C/C(N)=C(/C#N)C(=O)COC(=O)[C@@H](NC(=O)c1ccccc1Cl)C(C)C	-4.7	5.8	98.9	1	-1.6
23	CN1/C(=C/C2CC(=O)N(c3ccc([N+](=O)[O-])cc3)C2=O)C(C)(C)c2ccccc21 (centres undefined)	-1.7	7.3	100.7	1	16.7
24	COc1ccccc1N1CC(C(=O)OCC(=O)c2ccc(F)cc2)CC1=O (centres undefined)	-3.3	-5.2	99.4	1	-5.8
25	Cc1ccc(-c2cc(C(=O)Nc3c(C)n(C)n(-c4ccccc4)c3=O)no2)cc1	2.6	4.9	99.0	1	-13.4
26	CCOC(=O)c1c(C)[nH]c(C(C)=O)c1C	0.4	4.6	93.1	1	16.6
27	CCC1(C)Cc2c(c(=O)n(-c3ccccc3)c3ncnc(N)c23)CO1 (centres undefined)	-7.8	8.0	97.9	1.1	20.7
28	COc1ccc(OCCn2cc(/C=C(\C#N)C(=O)NCc3ccco3)c3ccccc32)cc1	-3.8	-5.7	103.7	1	3.5
29	O=C(COC(=O)CSCc1ccccc1)NCc1ccccc1	-6.5	9.9	102.1	1.1	7.0
30	Cc1ccc(C(=O)Nc2ccc(C(=O)N3CCCCC3C)cc2)cc1 (centres undefined)	-1.6	10.2	99.0	1	-0.7

no.	APP 5'UTR act	Diaph act CS	APP 5UTR inh	G6PDH counter	NF-kB neuron act
21	6.7	1	-6.7	6.8	0.9
22	13.0	1	-13.0	-3.4	1.03
23	·	0.8	·	-5.4	1.06
24	-0.5	1.1	0.5	8.5	0.9
25	5.7	1.1	-5.7	10.5	1.42
26	10.8	0.8	-10.8	5.5	1.14
27	·	0.8	-16.4	0.6	0.95
28	-6.3	1	6.3	14.0	1.24
29	31.6	0.9	-31.6	9.4	1.13
30	20.2	1	-20.2	2.4	1.34

# (listing goes on)
no.	Molecule	FLuc inhib CS	TLR4 MyD88 comp	STAT1 act	FLuc stim CS	Diaphorase inh
31	CC1CC(C)CN(C(=O)Cn2c(-c3nonc3N)nc3ccccc32)C1 (centres undefined)	-8.8	4.3	95.9	1.1	23.2
32	Cc1cc(NS(=O)(=O)c2ccc(Nc3nc(-c4ccc(C)c(C)c4)cs3)cc2)no1	-1.2	-9.7	107.2	1	12.3
33	CCCN1CCC(NC(=O)Nc2ccc(OC)c(OC)c2)CC1	-2.7	0.5	100.1	1	1.5
34	O=C(C1CCCO1)N1CCN(C(=S)Nc2ccc(Cl)cc2Cl)CC1 (centres undefined)	-4.7	-0.3	99.1	1	-4.0
35	Cc1ccc(NC(=S)NC2CCN(Cc3ccccc3)CC2)cc1C	-6.2	2.2	94.8	1.1	13.3
36	CCCCNS(=O)(=O)c1ccc(OCC(=O)OC)cc1	-4.8	3.6	97.0	1	-1.7
37	Cc1ccccc1C(OCC(O)CN1CCCCC1CCO)c1ccccc1 (centres undefined)	-3.9	-1.1	98.6	1	-8.7
38	Cc1ccc(S(=O)(=O)N2CCCC2C(=O)NC2=NCCS2)cc1 (centres undefined)	-10.9	2.1	104.1	1.1	12.3
39	COc1cc(CNCCSc2nnnn2C)cc(OC)c1OC	-6.7	2.3	106.4	1.1	-8.4
40	COc1ccc2cc3cc(C(=O)N4CCN(Cc5ccc6c(c5)OCO6)CC4)oc3nc2c1	-9.0	-4.3	100.8	1.1	13.3
41	Cc1ccc(S(=O)(=O)N(C#N)c2nc(C)cc(C)n2)cc1	-10.7	1.2	106.0	1.1	-5.7
42	OCCNc1nc(N2CCN(Cc3ccccc3)CC2)nc2ccccc12	-7.0	0.8	108.3	1.1	-1.8
43	Cc1occc1-c1nnc(SCC(=O)Nc2ccccc2-c2ccccc2)n1C	-9.9	10.7	96.8	1.1	26.8

no.	APP 5'UTR act	Diaph act CS	APP 5UTR inh	G6PDH counter	NF-kB neuron act
31	20.9	0.8	-20.9	6.1	0.88
32	-11.8	0.9	11.8	2.3	1.13
33	-13.2	1	13.2	12.8	0.94
34	·	1	·	-5.2	1.41
35	0.5	0.9	-0.5	1.0	0.97
36	9.8	1	-9.8	17.6	1.15
37	0.6	1.1	-0.6	1.2	1.2
38	-7.2	0.9	7.2	7.7	1.12
39	4.8	1.1	-4.8	2.3	1.01
40	0.3	0.9	-0.3	2.6	0.94
41	·	1.1	·	6.0	1.27
42	8.6	1	-8.6	3.0	0.98
43	6.0	0.7	-6.0	1.1	1.06

# Compounds listed so far containing a Cl atom, in the order listed:
no.	Molecule	FLuc inhib CS	TLR4 MyD88 comp	STAT1 act	FLuc stim CS	Diaphorase inh
6	S=c1[nH]nc(CCc2ccccc2)n1-c1ccc(Cl)cc1	-2.8	0.0	107.1	1	32.4
8	O=C1CC(SCCc2nc3ccccc3[nH]2)C(=O)N1c1ccc(Cl)cc1 (centres undefined)	-1.9	2.1	95.0	1	15.2
20	O=[N+]([O-])c1ccc(O)c(/C=N/Nc2ccc(Cl)nn2)c1	-1.4	1.5	113.4	1	37.7
22	C/C(N)=C(/C#N)C(=O)COC(=O)[C@@H](NC(=O)c1ccccc1Cl)C(C)C	-4.7	5.8	98.9	1	-1.6
34	O=C(C1CCCO1)N1CCN(C(=S)Nc2ccc(Cl)cc2Cl)CC1 (centres undefined)	-4.7	-0.3	99.1	1	-4.0

no.	APP 5'UTR act	Diaph act CS	APP 5UTR inh	G6PDH counter	NF-kB neuron act
6	6.6	0.7	-6.6	7.7	0.93
8	-7.3	0.8	7.3	1.0	1.21
20	-6.6	0.6	6.6	-8.2	1.53
22	13.0	1	-13.0	-3.4	1.03
34	·	1	·	-5.2	1.41
